BRCA1 expr act = increases BRCA1 expression; MCF7-BRCA1-FFLuc reporter, luminescence, 48 h; response scale: scaled: vehicle 0%, 10 µM genistein 100%; 1.1% of 380,000 active; Potency, µM (titrated, usually from 46.1 µM), for inactives: at the top dose activation, most hits filed as activators; also: potency is read from the fitted curve at half-maximal effect; nearly all actives have a fitted effect of over 80% in size; some results filed as inactive show a strong effect at the top dose
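Luminescence from a BRCA1-driven firefly luciferase in MCF7 cells was the read-out, taken 15 min after substrate addition following 48 h compound exposure at 37 °C. Data were normalized to a 10 microM genistein control and DMSO vehicle.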
TSG101-PTAP inh = blocks PTAP/TSG101 interaction to inhibit HIV-1 budding; Potency, µM (doses to about 115 µM), without a hit: at the highest dose activity change, negative = inhibition, hits mostly inhibitors; Fluorescence polarization, FITC-PTAP peptide / Tsg101 binding; 340,000 tested, under 10 active; active = well fitted inhibition curve with a large enough effect in the main read-out, with a control signal flat, not every such curve was filed as active; inconclusive = small, poorly fitted or top-dose-only effect, or effect the other way, or a change in a side signal; inactive = no such curve, though single readings can be large or run the other way; also: potency is read from the fitted curve at half-maximal effect; % of control where 0% means no effect
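Fluorescence polarization binding of Tsg101 binding domain (10 uM final) to FITC-labeled PTAP peptide (50 nM final) in HEPES pH 7.5 buffer with NaCl, Tween 20, EDTA, TCEP. Compounds added before peptide; binding 20 min at RT.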
MLL CXXC-DNA inh = inhibitors of human MLL CXXC domain-DNA interaction; Q03164; MLL-CXXC / FITC-HOXA9 DNA fluorescence polarization; Potency, µM (doses to about 115 µM), inactives show at the top dose activity change, negative = inhibition, actives largely listed as inhibitors; 0.037% of 290,000 active; AID 2662; active = well fitted inhibition curve with a large enough effect in the polarisation, with a control signal flat, not every such curve was filed as active; inconclusive = small, poorly fitted or top-dose-only effect, or effect the other way, or a change in a side signal; inactive = no such curve, though single readings can be large or run the other way; the % refers to the polarisation; also: potency is read from the fitted curve at half-maximal effect
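Steps: dispense CXXC domain solution (7 uM) → pin compounds or unlabeled HOX-A9 DNA control → 5 min ambient → add FLSN-HOX-A9 solution (50 nM) → spin → 30 min ambient → fluorescence polarization. Tris pH 7.5/NaCl/DTT/BSA buffer.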
a7 integrin act = activates integrin-mediated alleviation for muscular dystrophy | AID 624291 | alpha7betagal myoblasts, beta-gal FDG fluorescence, 48 h | Potency, µM (doses to about 38.3 µM), inactives show top-dose activation, hits mostly activators | 0.064% of 350,000 active;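 also: potency is read from the fitted curve at half-maximal effect; 100% = response of the positive control SU9516; nearly all actives have a fitted effect of over 60% in size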
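Alpha7betagal+/- myoblasts (passage 13) were plated 16-24 hr, then exposed to compounds (1:260 dilution of DMSO stock) for 48 hours at 37C. After MPER lysis, β-galactosidase reporter activity was read as FDG fluorescence (ex 480/em 540) after 30 minutes.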
TCR activator = activates T cell receptor signaling; AID 504894; 330,000 tested, under 10 active; primary human leukocytes, anti-CD3, IL-2 HTRF, 48 h; Potency, µM (titrated, usually from 9.22 µM), without a hit: at the top dose activation of IL-2 secretion, hits mostly activators; also: % of control where 0% means no effect
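TCR engagement came from a-CD3 beads alone, with compounds added to primary human leukocytes for 48 hr. Secreted IL-2 bridged europium cryptate- and d2-labelled anti-IL-2 antibodies, giving FRET emission at 665nm after 320nm excitation.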
p53 reactivator = re-activators of mutant p53 | 0.063% of 320,000 active | Potency, µM (series often up to 92.2 µM), inactives show at the highest dose activity change, positive = activation, most hits filed as activators | AID 504706 | H1299 p53-A138V BP100-luciferase reporter, luminescence, 24 h; also: potency is read from the fitted curve at half-maximal effect; % of control where 0% means no effect; nearly all actives have a fitted effect of over 45% in size
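H1299 (p53-null), stable ts p53-A138V + BP100-Luc; 1000 cells/well, Opti-MEM/10% FBS; cpd 4 pt, 1:5; 24 h, 37 deg C, 5% CO2; detection reagent 10 min RT; luminescence.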
TRPV1 ag = activates the human vanilloid receptor TRPV1; Q8NER1; TRPV1-expressing cells, Fluo-8 calcium influx, agonist mode; activation, % at 8.33 µM; 0.19% of 320,000 active; in the data active = activation above about 80%; inconclusive = between about 30% and that limit; also: 0% is about no effect
Target sequence (Q8NER1 whole entry, looked up): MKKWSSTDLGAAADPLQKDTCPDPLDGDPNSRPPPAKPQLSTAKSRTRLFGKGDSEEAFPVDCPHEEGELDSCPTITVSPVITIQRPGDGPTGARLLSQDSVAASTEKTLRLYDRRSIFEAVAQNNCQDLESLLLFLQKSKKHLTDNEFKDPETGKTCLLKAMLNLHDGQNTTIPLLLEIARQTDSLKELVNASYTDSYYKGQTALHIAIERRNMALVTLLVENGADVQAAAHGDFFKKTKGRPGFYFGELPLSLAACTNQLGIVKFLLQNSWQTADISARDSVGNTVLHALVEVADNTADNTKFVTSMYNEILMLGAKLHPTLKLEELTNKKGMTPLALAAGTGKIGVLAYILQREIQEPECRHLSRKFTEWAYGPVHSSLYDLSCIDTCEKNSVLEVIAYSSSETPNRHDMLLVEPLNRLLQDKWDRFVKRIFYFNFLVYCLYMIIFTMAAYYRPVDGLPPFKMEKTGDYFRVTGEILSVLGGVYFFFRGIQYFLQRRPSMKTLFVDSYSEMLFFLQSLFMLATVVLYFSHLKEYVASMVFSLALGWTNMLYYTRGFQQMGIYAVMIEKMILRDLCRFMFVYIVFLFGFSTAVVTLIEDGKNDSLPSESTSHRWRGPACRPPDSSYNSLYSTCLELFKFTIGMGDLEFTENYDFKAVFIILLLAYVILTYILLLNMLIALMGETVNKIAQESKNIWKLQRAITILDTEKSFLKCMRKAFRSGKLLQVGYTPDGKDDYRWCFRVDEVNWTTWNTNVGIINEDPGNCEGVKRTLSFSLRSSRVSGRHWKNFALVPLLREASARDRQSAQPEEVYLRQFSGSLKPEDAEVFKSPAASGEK
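Fluo-8 calcium influx in TRPV1-expressing cells, kinetic read (ex 480/em 520 nm). Compound added and read 3 min for agonist activity, followed by capsaicin at EC20 final and 2 min further read for enhancement.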
B2AR arrestin = agonists driving beta-arrestin recruitment to human beta2-adrenergic receptor; beta-arrestin recruitment to beta2AR, cell-based reporter; P07550; Potency, µM (titrated, usually from 46.1 µM), without a hit: at the highest dose activation, most hits filed as activators; 0.02% of 330,000 active;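 also: potency is read from the fitted curve at half-maximal effect; 0% = DMSO controls and full agonism = EC100 isoproterenol or metaproterenol; nearly all actives have a fitted effect of over 65% in size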
AT treatment = candidate therapy for ataxia-telangiectasia; Potency, µM (titrated, usually from 57.5 µM), inactives show at the highest dose activation, actives largely listed as activators; […] A-T fibroblasts, KAP-1 phosphorylation AlphaLISA; neocarzinostatin DNA damage 30 min before lysis; 0.19% of 320,000 active; AID 485349; also: potency is read from the fitted curve at half-maximal effect; % of control where 0% means no effect; nearly all actives have a fitted effect of over 45% in size
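ATM-like activity read as KAP-1 phosphorylation via AlphaLISA donor/acceptor antibody pairs after lysis and 6 hr at 25C. Cells were ATM-null patient fibroblasts ([…], hTERT), dosed 60 min, then exposed to the DSB inducer NCS for 30 min.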
ELG1 DNA repair = ELG1-dependent DNA repair inhibition; HEK293T ELG1-luciferase reporter, luminescence, 16 h; DNA damage induced by 5-fluorouridine; Potency, µM (doses to about 46.1 µM), inactives show top-dose activity change, negative = inhibition, hits mostly inhibitors; 2.3% of 330,000 active; also: potency is read from the fitted curve at half-maximal effect; % is scaled to controls: 0 for no effect and ±100 for the full control effect; nearly all actives have a fitted effect of over 55% in size
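Reporter activity after DNA damage by 5-fluorouridine is monitored. Compound-treated cells incubate 16 hr at 37 °C, then ONE-Glo is added for 30 min before luminescence reading.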
An asterisk follows results filed as active; u = inconclusive; x = not tested or not shown; & = joins results of further samples; [ ] = another dose, or the depositor's remark. Unless noted, calls follow the shape of the dose curve; as a rule, active = well fitted curve in the direction sought with a large enough effect; inconclusive = small, poorly fitted or top-dose-only effect, or another doubt; inactive = no such curve, though single readings can be large; an effect the other way counts as inactive or inconclusive. Random draw from the library (roughly 3.8% active in at least one column).

cpd	Compound	TRPV1 ag	TSG101-PTAP inh	AT treatment	p53 reactivator	BRCA1 expr act	a7 integrin act	TCR activator	B2AR arrestin	ELG1 DNA repair	MLL CXXC-DNA inh
1	CCOC(=O)C1=C(C)Nc2ncnn2C1c1ccc(N(C)C)cc1 (stereo unspecified)	-1	-6%&-8%	4%	-10%	-20%&-1%	17%&-9%	-2%&-12%	-0.2%	11%	-5%
2	CCOC(=O)c1c(NC(=O)COC(=O)Cc2ccccc2[N+](=O)[O-])sc(C(=O)N(C)C)c1C	-1	1%	4%	2%	-5%	-11%	0%	0.0%	-24%	x
3	COc1cccc(NC(=O)COC(=O)/C=C/c2ccco2)c1	3	-3%	-2%	14%	9%	u	3%	0.2%	13%	x
4	COc1ccc(CNC(=O)C2(CC3CC(c4ccccc4)=NO3)CCN(C(=O)CCCCCBr)CC2)cc1 (stereo unspecified)	x	0%	x	x	-11%	-3%	0%	x	x	x
5	Cc1ccc(NC(=O)CN2C(=O)NC(Cc3ccccc3)C2=O)cc1Cl (stereo unspecified)	1	-2%	-11%	-3%	8%	0%	x	-0.2%	7%	x
6	Nc1nc(Cl)c2ncn(C3OC(CO)C(O)C3O)c2n1 (stereo unspecified)	-1	0%	-11%	x	-24%	2%	1%	-0.6%	x	x
7	CCOC(=O)C1=C(COC(=O)c2ccc(OC(C)C)cc2)NC(=O)NC1C (stereo unspecified)	-2	-3%	14%	-8%	-16%	0%	0%	0.5%	u	x
8	CC1=C(C(=O)Nc2nc3ccccc3s2)C(c2ccco2)C(C#N)=C(SCC(=O)NC2CCCCC2)N1 (stereo unspecified)	2	-1%	7%	-6%	-53%	-14%	2%[46.1 µM]	0.0%	u	3%
9	CN(C)CCCNS(=O)(=O)c1ccc(Oc2ncc(C(F)(F)F)cc2Cl)cc1	0	-4%	4%	2%	-28%	-65%[inhibitor]	-5%	0.2%	11%	9%
10	O=C(CCc1ccccc1)NNC(=O)COc1ccccc1Cl	5	-8%	9%	1%	-16%	11%	1%	-0.1%	10%	20%
11	CC(=O)c1ccc(OC(=O)/C=C/c2ccccc2)cc1	17	0%	3%	x	0%	-25%	-2%	-0.8%	5%	43%[activator]
12	Nc1ncnc2c1ncn2[C@H]1C[C@H](O)[C@@H](COP(=O)(O)O)O1	-1	-2%	-9%	1%	27%	x	-4%	-0.7%	0%	12%
13	CC(C)NC(=S)N/N=C1\CCCCc2ccccc21	0	-2%	1%	5%	-14%	-16%	-1%[46.1 µM]	0.3%	u	1%
14	COc1cccc(C(=O)N2CCN(S(=O)(=O)Cc3ccccc3)CC2)c1	0	-4%	-2%	-3%	0%	-16%	-14%	0.5%	0%	-4%
15	Cc1nc2c(C(=O)N3CCCCC3)cnn2c(C)c1Cc1ccccc1F	-3	-6%	1%	u	u	-4%	0%	-0.7%	u	-5%
16	CSc1nc(N2CCN(CCO)CC2)c2sc3nc(-c4ccco4)c4c(c3c2n1)CCC4	3	x	-6%	1%	x	x	x	0.2%	8%	-7%
17	COc1ccc(OC)c(NC(=O)CN2C(=O)C(C)N(c3ccc(C)cc3)C2=O)c1 (stereo unspecified)	3	-5%	-14%	4%	4%	-12%	-2%	-0.4%	10%	x
18	Cc1ccc2c(c1)c1c(n2CC(O)Cn2nc(C)c(Br)c2C)C(=O)CCC1 (stereo unspecified)	x	-6%	x	1%	3%	23%	0%	-0.4%	u	0%
19	O=C(COC(=O)c1ccc(O)cc1)Nc1cc(C(F)(F)F)ccc1Cl	5	1%	12%	-5%	-6%	43%	-2%	-1.0%	-6%	10%
20	Cc1ccccc1Oc1ncnc2sccc12	1	-3%	2%	-1%	14%	10%	-7%	0.0%	16%	13%
21	CC(=O)Nc1cc(-c2ccc(Cl)cc2)nn1-c1ccccc1	6	0%	x	-7%	10%	-10%	-5%[46.1 µM]	-0.3%	25%	3%
22	COc1ccc(NC(=O)N2CCCC(CCC(=O)N(C)CCc3ccccn3)C2)cc1 (stereo unspecified)	11	-5%	8%	4%	53%	24%	-12%	-0.2%	u	19%
23	O=S1(=O)CCC(NC(=S)SCCOc2ccccc2)C1 (stereo unspecified)	0	-1%	-3%	3%	-8%	6%	2%	0.0%	-7%	-2%
24	CCOc1ccc(CN2CCNC(=O)C2CC(=O)NCCc2cnccn2)cc1 (stereo unspecified)	-2	-5%	1%	-6%	0%	15%	-2%	0.3%	13%	-2%
25	COc1ccccc1N(C)S(=O)(=O)c1ccc(C(=O)N(C)Cc2ccc(Cl)s2)cc1	18	2%	5%	-6%	-14%	14%	4%	-0.9%	u	x
26	CCOc1ccc(NC(=O)COC(=O)c2ccc3c(c2)C(=O)N(CCc2ccccc2)C3=O)cc1	1	-4%	-8%	18%	-16%	-9%	-5%[46.1 µM]	0.4%	-5%	-6%
27	CCOC(=O)c1[nH]c2ccccc2c1NC(=O)c1ccc(S(=O)(=O)N2CCCCC2)cc1	9	-3%	-22%	-3%	-21%	-22%	-1%	-0.4%	-12%	20%
28	CCC(=O)N1c2ccc(S(=O)(=O)NC3CCCCC3)cc2CC1C (stereo unspecified)	21	-3%	-3%	5%	0%	-27%	-1%	-0.9%	17%	2%
29	Cc1ccc(C)c(C2C(C#N)=C(N)Oc3cc(C)oc(=O)c32)c1 (stereo unspecified)	2	0%	0%	5%	-15%	27%	1%	-0.7%	3%	0%
30	Cc1ccc(OC(=O)CCC(=O)Nc2ccc(S(=O)(=O)Nc3cc(C)on3)cc2)cc1	-1	-7%	-3%	6%	8%	16%	-6%[46.1 µM]	0.3%	8%	-5%
31	Cc1c(C(=O)N2CCN(C(=O)c3ccco3)CC2)oc2c(Cl)cccc12	u	-3%	2%	-7%	-6%	-15%	10%	0.5%	u	x
32	Cc1ccc(C(=O)N/N=C\C=C\c2ccc(Br)cc2)cn1	1	0%	-1%	8%	51%	-23%	-2%	-0.2%	11%	4%
33	CCOC(=O)c1sc2nc(NC(=O)C3CC3)sc2c1C	-5	-2%	17%	15%	13%	15%	19%	0.7%	19%	-8%
34	CC(=O)N1c2ccc(C)cc2C(c2ccccc2)CC1C (stereo unspecified)	25	-3%	-1%	3%	-33%	u	0%	-0.8%	u	6%
35	Cc1cccc(NC(=O)CN(CC2CCCO2)C(=O)c2oc3ccccc3c2C)c1C (stereo unspecified)	28	-2%	-1%	24%	-15%	u	-2%	0.0%	u	x
36	O=C(COC(=O)C1COc2ccccc2O1)Nc1cccc(F)c1 (stereo unspecified)	16	-4%	2%	17%	-11%	0%	-2%	-0.3%	12%	x
37	CCC(=O)Nc1ccc(NC(=O)CSc2nnnn2Cc2ccccc2)cc1C	-2	0%	7%	8%	6%	30%	-3%	-0.9%	12%	-9%
38	COC(=O)CNC(=O)C1(C)C=CCN1C(=O)c1ccccc1 (stereo unspecified)	2	0%	-5%	u	31%	24%	3%	-2.7%	u	-2%
39	O=C(CSc1nnnn1-c1ccccc1)N1CCCc2ccccc21	-5	-3%	x	-2%	-12%	3%	-2%	0.0%	-11%	-4%
40	CCOc1ccc(NC(=S)NC2CC3CCC(C2)N3Cc2ccco2)cc1 (stereo unspecified)	2	0%	7%	16%	3%	-7%	x	-1.0%	-10%	-4%
41	CCOc1ccccc1N1CCN(Cc2cn[nH]c2-c2ccc(F)cc2)CC1	x	-4%	4%	-3%	-27%	-13%	6%	-0.7%	3%	-6%
42	CCOC(=O)/C(C#N)=N\Nc1ccc(S(=O)(=O)Nc2nc(C)cc(C)n2)cc1	3	0%	x	-4%	-9%	27%	3%[46.1 µM]	0.4%	-2%	3%
43	CCCc1ncc(C[n+]2ccccc2C)c(N)n1	2	-2%	-12%	-4%	1%	x	10%	0.0%	16%	-8%[51.4 µM]
44	CCc1cc2c(=O)c(-c3nc4ccccc4n3C)c(COCC(=O)O)oc2cc1O	-2	-5%	27%	8%	-3%	-2%	-4%	-1.0%	13%	16%
45	CCOc1ccc(NC(=O)CSc2nnc(C)n2CC)cc1	2	-4%	-2%	u	-14%	9%	1%	0.2%	3%	-3%

High-throughput results (PubChem BioAssay)
